# MmCpn inh: inhibitors of Methanococcus maripaludis chaperonin (MmCpn). purified Mm-Cpn ATPase, ADP Transcreener TR-FRET. Potency, µM (titrated, usually from 76.9 µM), inactives show at the top dose activity, negative = inhibition, usual class: inhibitors. 330,000 tested, 0.031% active. AID 504842; further: potency means the concentration at half of the fitted maximal effect; on the % scale 0 is the no-effect control and ±100 the full control effect; nearly all actives have a fitted effect of over 80% in size
#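 Eu-cryptate anti-ADP/ADP-d2 competition gives a ratio inversely related to ADP. Enzyme at 25 nM was pre-exposed to compound for 10 min, then given 10 uM ATP for 30 min, 37°C throughout.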
# Nrf2 ARE act: activates Nrf2 signaling; AREc32 ARE-luciferase reporter (MCF7-derived line), luminescence, 24 h; Potency, µM (highest dose often 46.1 µM), without a hit: at the top dose activation, actives largely listed as activators; 410,000 tested, 0.31% active; AID 624171; further: potency means the concentration at half of the fitted maximal effect; % of control where 0% means no effect; nearly all actives have a fitted effect of over 65% in size
#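 AREc32_Fluc, 1000 cells/well, OPTI-MEM + 5% FBS, o/n 37 deg C 5% CO2; 23 nL cpd by pin tool, 24 hr; Steady-Glo 30 min RT, luminescence.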
# Nrf2 inh: inhibitors of Nrf2 signaling; A549 ARE-Fluc reporter, luciferase luminescence, 18-24 h; Potency, µM (highest dose often 46 µM), for inactives: at the highest dose activity change, negative = inhibition, usual class: inhibitors; 360,000 tested, 2.1% active; further: potency means the concentration at half of the fitted maximal effect; on the % scale 0 is the no-effect control and ±100 the full control effect; nearly all actives have a fitted effect of over 60% in size
#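 In this cell-based qHTS, ARE-driven firefly luciferase in A549 cells reports Nrf2 activity; the luminescent signal after BugLite lysis is the measured value, with a prior CellTiter-Fluor read for cell health.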
# Akt phos inh: blocks phosphorylation of Akt; Neuro2A IGF-stimulated pAkt S473 HTRF, 20 min; stronger effect = lower value; activity change, % for hits at 50 µM; 360,000 tested, 0.32% active; in the data active means activity change below about -80%; inconclusive means mostly about -51% to -80%; further: on the % scale 0 is the no-effect control and ±100 the full control effect
#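 Neuro2A cells (4,500/well, DMEM with 0.5% FBS) were treated with compound at a single 50 µM final concentration, stimulated with 6 nM IGF for 20 min at 37 °C, and lysed. Phospho-Akt Ser473 was read by HTRF as 665/615 ratio ×10^4.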
# TGFb SMAD3 inh: TGF-b pathway inhibition; HepG2 CAGA-GFP TGF-b/SMAD3 reporter, GFP fluorescence, 18 h; TGF-beta stimulated, 500 pg/mL final; Potency, µM (titrated, usually from 46.1 µM), for inactives: at the top dose activity, negative = inhibition, actives largely listed as inhibitors; 410,000 tested, 1.2% active; AID 588855; further: potency means the concentration at half of the fitted maximal effect; on the % scale 0 is the no-effect control and ±100 the full control effect; nearly all actives have a fitted effect of over 65% in size
#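 Smad-responsive CAGA-GFP expression was quantified in HEPG2 cells exposed to compounds and 500 pg/mL final TGF-beta for 18 h at 37 degrees C; unstimulated wells defined full inhibition.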
# CCT chaperon mod: changes cytosolic chaperonin activity. AID 651819. 360,000 tested, 0.3% active. purified chaperonin ATPase assay, HTRF ADP detection, 30 min. activity change, % (test concentration not listed), hits read low; in the data active means activity change below about -30%; further: on the % scale 0 is the no-effect control and ±100 the full control effect
#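 TRiC at 40 or 20 nM final (batch-dependent) in 30 mM Tris pH 7.4, 100 mM KCl, 5 mM MgCl2, 1 mM DTT, with compound at single 76 uM and 10 uM ATP, 30 min at 37 deg C. ADP detected by HTRF Transcreener, 665/615 ratio.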
# A549 tox: A549 cytotoxicity, counter-screen for Nrf2 inhibitors | 390,000 tested, 0.16% active | A549 ARE-Fluc cells, CellTiter-Fluor viability, 18-24 h | Potency, µM (doses to about 46 µM), for inactives: at the top dose activity change, negative = cytotoxicity, most hits filed as inhibitors | AID 504648; further: potency means the concentration at half of the fitted maximal effect; on the % scale 0 is the no-effect control and ±100 the full control effect
#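 A549 ARE_Fluc cells in 5% FBS OPTI-MEM were exposed to compounds in concentration-response for 18-24 h at 37 deg C. Viability was read by CellTiter-Fluor fluorescence (Ex 405/Em 525) after 30 min, before the luciferase read.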
# S2 tox: viability counter-screen for ATXN expression inhibitors; S2 cells (HEK-293 line with an ATXN2-luciferase reporter) viability, CellTiter-Fluor protease fluorescence, 24 h; Potency, µM (doses to about 56.7 µM), usual class: cytotoxic; 400,000 tested, 0.49% active; AID 651635; further: potency means the concentration at half of the fitted maximal effect; nearly all actives have a fitted effect of over 40% in size
# HepG2 tox: kills HepG2 cells in TGF-b inhibitor counter-screen | Potency, µM (doses to about 46.1 µM), for inactives: at the highest dose activity change, negative = cytotoxicity, actives largely listed as cytotoxic | HepG2 CAGA-GFP viability, ATP luminescence, 18 h | AID 588856 | 410,000 tested, 0.76% active; further: potency means the concentration at half of the fitted maximal effect; some results filed as inactive show a strong effect at the top dose
#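 CellTiter-Glo luminescence gave cytotoxicity after 18 hours at 37 degrees C. The cells were HepG2 CAGA-GFP in 1% FBS DMEM, stimulated with 500 pg/mL TGF-beta after compound addition. %Activity was normalised to no-cell wells (complete cell-killing) and DMSO (no toxicity), and curves were fitted and classified.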
# * = called active by the depositor; i = inactive; ? = inconclusive; · = no result given; [ ] = remark or other dose. Unless noted, the call rests on the fitted dose curve; in most records, active means well fitted curve in the direction sought with a large enough effect; inconclusive means small, poorly fitted or top-dose-only effect, or another doubt; inactive means no such curve, though single readings can be large; an effect the other way counts as inactive or inconclusive.
SMILES,MmCpn inh,Nrf2 ARE act,Nrf2 inh,Akt phos inh,TGFb SMAD3 inh,CCT chaperon mod,A549 tox,S2 tox,HepG2 tox
C/C(CC(=O)Nc1cc(Cl)ccc1Cl)=N\NC(=O)c1ccccc1Br,1%,9.0%,10%,i,-4%,0.4,3%,i,-7%
COc1ccc(C(=O)Nc2c3c(nn2-c2ccc([N+](=O)[O-])cc2)CS(=O)(=O)C3)cc1,4%,-0.7%,5%,i,17%,3.3,-3%,i,12%
O=C(CSc1ccc2c(c1)OCCO2)Nc1cccc(S(=O)(=O)N2CCCCC2)c1,-6%,-0.5%,8%,i,1%,0.1,-2%,?,6%
O=C1CCCC2=C1C(c1cccs1)n1nc(SCc3ccccc3)nc1N2 (configuration not stated),-2%,-0.1%,?,i,10%,-1.5,-21%,i,-8%
Cc1nnc2sc(SCC(=O)Nc3nccs3)nn2c1=O,-6%,3.3%,9%,i,-3%,-2.3,-15%,?,3%
Cc1cc(OCCCN2CCN(Cc3ccccc3)CC2)ccc1[N+](=O)[O-],-3%,1.7%,-39%,i,?,-2.9,0%,i,-29%
O=C(Nc1ccccc1C(=O)NCC1CCCO1)c1ccccc1F (configuration not stated),3%,-0.2%,-3%,i,-2%,-0.3,-5%,i,-5%
O=C(CSc1nc2c([nH]c3ccccc32)c(=O)n1-c1cccc(Cl)c1)NCc1ccccc1,·,0.9%,·,·,0%,·,-18%,i,-19%
CC(=O)CSc1ccc(-c2nc3cc(C)c(C)cc3[nH]2)cn1,0%,-3.5%,?,i,?,0.3,0%,?,-22%
CC(=O)c1ccc(S(=O)(=O)NCCc2cn3ccc(C)cc3n2)cc1,·,0.0%,14%,i,-2%,-0.8,-1%,i,2%
C/C=C(/C)C(=O)Nc1cccc(C2=NOC3(C2)C[C@H](C(N)=O)N(C(=O)Cc2ccc([N+](=O)[O-])cc2)C3)c1 (some centres not stated),3%,0.0%,4%,i,-22%,-0.1,-7%,i,-4%
C/C(CC(=O)N1CCN(C=O)CC1)=N\NC(=O)c1ccc(Cl)cc1,5%,0.3%,3%,i,-1%,-0.4,-3%,i,-10%
COc1cccc(NC(=O)CSc2nc3ccccc3c(=O)n2CCCC(=O)NCC2CCCO2)c1 (configuration not stated),-1%,-0.4%,-22%,i,-13%,1.2,-8%,i,0%
O=C(O)CSCC(=O)N(c1ccccc1)c1ccccc1,1%,-0.9%,-6%,i,3%,-0.5,8%,i,23%
Cc1ccc(OCC(=O)Nc2ccc3c(c2)CCC3)c([N+](=O)[O-])n1,1%,4.3%,19%,i,4%,-5.5,5%,i,-30%
Cn1ncc(Br)c1C(=O)N1CCN(C(=O)c2ccco2)CC1,-1%,-0.2%,7%,i,3%,1.5,-3%,i,11%
O=C(OCCCc1cc2ccccc2c(=O)o1)c1ccc(C(F)(F)F)cc1,-1%,3.8%,-11%,i,-13%,1.0,7%,i,0%
Cc1ccc(NC(=O)CSc2nnc(-c3cc(C)[nH]n3)n2N)c(C)c1,0%,-0.2%,-2%,i,7%,1.1,0%,i,-2%
COc1ccc(-c2csc(NC(=O)CN3C(=O)C4CCCCC4C3=O)n2)c(OC)c1 (configuration not stated),1%,7.9%,?,i,15%,-2.5,-2%,i,-5%
CCn1ccnc1CN1CCC(n2nccc2NC(=O)CCc2ccccc2)CC1,-3%,0.7%,6%,i,6%,-1.0,-5%,i,-73%
O=[N+]([O-])c1ccc(-c2cn(-c3ccccc3F)c(=S)[nH]2)cc1,2%,4.2%,?,i,1%,1.9,4%,i,1%
O=C(CN1C(=O)COc2ccccc21)N1CCN(C2CCCCC2)CC1,?,-0.6%,5%,i,-1%,0.1,1%,i,-6%
CC(=O)NC1=NC(=O)/C(=C/N2CCOCC2)S1,0%,-0.8%,6%,i,4%,0.2,-7%,?,-12%
Cc1ccc(S(=O)(=O)N/N=C\c2cc3c(cc2[N+](=O)[O-])OCO3)cc1,3%,0.1%,?,i,0%,-3.1,-25%,?,-4%
CCOC(=O)[C@H]1[C@H]2COc3ccc(OC)cc3[C@@H]2N2C(=O)c3cc(F)c(F)cc3NC(=O)[C@@]12C,2%,-0.7%,-10%,i,12%,-2.2,0%,i,-5%
O=C(CSc1ccc2nnc(-c3ccccc3)n2n1)N1CCCc2ccccc21,3%,-0.8%,-3%,i,-2%,-0.4,-2%,i,-1%
COc1ccc(C2N(c3ccc4c(c3)OCCO4)C(=O)C2(F)F)cc1OC (configuration not stated),0%,2.6%,4%,i,4%,-1.3,2%,i,31%
CN1CCN(C(=O)c2cnn3c2NC(c2ccccc2)CC3C(F)(F)F)CC1 (configuration not stated),?,-0.2%,-11%,i,0%,-1.2,-3%,i,0%
Cc1occc1C(=O)NCc1ccccc1,0%,-0.1%,4%,i,11%,-6.6,-1%,?,4%
CCSc1nc2ccccc2n1CC(N)=O,2%,0.0%,·,·,40%[activator],-2.0,-1%,i,9%

# A few values from the list:
# Nrf2 ARE act with O=C(CN1C(=O)COc2ccccc21)N1CCN(C2CCCCC2)CC1 : -0.6%
# A549 tox with Cn1ncc(Br)c1C(=O)N1CCN(C(=O)c2ccco2)CC1 : -3%
# MmCpn inh with COc1ccc(-c2csc(NC(=O)CN3C(=O)C4CCCCC4C3=O)n2)c(OC)c1 (configuration not stated) : 1%
# Nrf2 ARE act with O=[N+]([O-])c1ccc(-c2cn(-c3ccccc3F)c(=S)[nH]2)cc1 : 4.2%
# CCT chaperon mod with Cc1ccc(NC(=O)CSc2nnc(-c3cc(C)[nH]n3)n2N)c(C)c1 : 1.1

# Following part:
SMILES,MmCpn inh,Nrf2 ARE act,Nrf2 inh,Akt phos inh,TGFb SMAD3 inh,CCT chaperon mod,A549 tox,S2 tox,HepG2 tox
O=C(CN1C(=O)c2ccccc2C1=O)C(O)CN1C(=O)c2ccccc2C1=O (configuration not stated),·,0.8%,·,i,14%,0.3,·,i,-16%
CC(=O)c1cccc(NC(=O)N2CCCC2C(=O)NCc2ccc(C)cc2)c1 (configuration not stated),-5%,-0.7%,8%,i,-4%,-2.4,-9%,?,3%
O=C(COc1ccccc1F)Nc1nnc(SCc2cc(=O)n3ccccc3n2)s1,·,-0.4%,·,·,-2%,·,5%,·,-2%
COc1cccc(CN2CC(C(=O)NC3CCC(O)CC3)CCC2=O)c1 (configuration not stated),0%,-0.5%,-15%,i,1%,1.4,1%,i,6%
CN1CCC(N(C)CC(O)c2ccccc2)CC1 (configuration not stated),-1%,-0.1%,-1%,i,-13%,-5.0,0%,i,-3%
Cc1ccc(-c2nnc(SCC(=O)Nc3ccc4c(c3)OCCO4)n2N)cc1,1%,0.4%,·,i,0%,0.1,-4%,i,-10%
Fc1ccc(-c2cc(-c3nc(-c4ccc(Cl)cc4)no3)[nH]n2)cc1,·,0.1%,?,·,-5%,·,9%,·,3%
C/C(CC(=O)NC1CCCCC1)=N\NC(=O)COc1ccc(C)cc1Br,0%,0.4%,-7%,i,0%,0.4,-2%,i,-51%
O=C(Nc1cccc(F)c1F)C1CCN(c2ncccn2)CC1,·,0.2%,7%,·,3%,·,1%,i,7%
Cc1cccc(C(=O)NC2CCN(S(=O)(=O)c3ccc(F)cc3)CC2)c1,1%,-0.5%,-14%,i,-18%,1.6,-2%,i,-5%
COc1ccccc1N1CCN(C(=O)c2ccco2)CC1,0%,-0.5%,?,i,5%,-1.3,0%,i,16%
O=C1CCc2cc(S(=O)(=O)Nc3ccc(C(F)(F)F)cc3)cc3c2N1CC3,0%,0.2%,-11%,i,?,0.6,-4%,i,-15%
CC(C)CC(NC(=O)C1CCC(C)CC1)C(=O)Nc1cccnc1 (configuration not stated),1%,0.2%,19%,i,-6%,-2.4,-6%,i,-2%
Cc1cccn2c(=O)c(C(=O)NCCCN3CC(C)CC(C)C3)c(O)nc12 (configuration not stated),1%,-0.5%,4%,i,3%,-0.6,-2%,i,-4%
O=C(Nc1cccc(Cl)c1)c1cc(-c2ccco2)on1,0%,10%,5%,i,-6%,-1.2,-1%,i,-1%
Cn1c(=O)c2c(nc(CN3CCc4ccccc4C3)n2CC(=O)c2ccccc2)n(C)c1=O,·,9.6%,?,i,7.9µM*,-0.4,0%,i,-31%
O=C(NC(=S)Nc1cccc([N+](=O)[O-])c1)C1CCCCC1,-2%,15%,12%,i,-13%,-1.3,8%,i,-1%
COc1ccc(C(=O)N2CCCC(Nc3ccc(C)c(C)c3)C2)cc1 (configuration not stated),1%,-0.9%,1%,i,-2%,0.6,-3%,i,-12%
CC(=O)Nc1ccc(S(=O)(=O)N(C)Cc2cnn(C)c2)cc1,1%,-0.3%,?,i,10%,-2.2,-9%,i,7%
COc1cccc(CN2CCN(Cc3ccc(O)cc3)CC2CCO)c1 (configuration not stated),1%,-0.7%,-5%,i,-9%,-1.8,2%,i,-3%
COc1cc2[nH]ccc(=O)c2cc1OC,0%,-0.8%,8%,i,14%,0.7,-2%,i,-2%
O=C(NC1CCCCC1)N1CCCC(c2nc3ccccc3[nH]2)C1 (configuration not stated),2%,-0.5%,-11%,i,-16%,-2.0,-5%,i,22%
CCOC(=O)N1CCC(NC(=O)c2cnn(-c3cccc(C)c3)c2C2CCN(C(=O)OC(C)(C)C)CC2)CC1,·,0.0%,11%,·,-7%,·,11%,·,4%
COc1ccc(NC(=O)COC(=O)c2cc(=O)c3ccccc3o2)cc1OC,-1%,13µM*,21%,i,2%,-0.1,0%,i,4%

# With a hit mark in TGFb SMAD3 inh, among the entries above:
Structure | MmCpn inh | Nrf2 ARE act | Nrf2 inh | Akt phos inh | TGFb SMAD3 inh | CCT chaperon mod
Cn1c(=O)c2c(nc(CN3CCc4ccccc4C3)n2CC(=O)c2ccccc2)n(C)c1=O | · | 9.6% | ? | i | 7.9µM* | -0.4
